SUMO Mot1 rescue: blocks SUMOylation pathway, rescuing yeast Mot1-301 growth; AID 2716; growth rescue, % at 18.8 µM; S. cerevisiae Mot1-301 growth rescue, ATP luminescence, 38.5C; percent above DMSO median, 100 means doubled; hit rate 1% among 320,000;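 active = every valid replicate shows activation above 250% relative to neutral control wells; inactive = the rest, any valid replicate at or below 250%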;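 also: OY570 slx delta 5 strain wells were the positive control but not used for scaling; some compounds called inactive have numbers as strong as hits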
phage Ecoli inh: E. coli growth loss with phage present; growth absorbance; inhibition, % at 11.9 µM; hit rate 0.26% among 360,000; in the data active = inhibition above about 11%
HTR5A ag: counter-screen for OPRM1-OPRD1 agonists: human HTR5A agonism; P47898; HTR5A agonist assay, luminescence, cell-based; activation, % at 9.3 µM; hit rate 0.61% among 340,000; in the data active = activation mostly above about 9.5%, no sharp cut-off; inactive = mostly below about 7.6%;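 also: 0% = cells with vehicle only and 100% = reference agonist; strong numbers were not always called active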
Target sequence (P47898 whole entry, looked up): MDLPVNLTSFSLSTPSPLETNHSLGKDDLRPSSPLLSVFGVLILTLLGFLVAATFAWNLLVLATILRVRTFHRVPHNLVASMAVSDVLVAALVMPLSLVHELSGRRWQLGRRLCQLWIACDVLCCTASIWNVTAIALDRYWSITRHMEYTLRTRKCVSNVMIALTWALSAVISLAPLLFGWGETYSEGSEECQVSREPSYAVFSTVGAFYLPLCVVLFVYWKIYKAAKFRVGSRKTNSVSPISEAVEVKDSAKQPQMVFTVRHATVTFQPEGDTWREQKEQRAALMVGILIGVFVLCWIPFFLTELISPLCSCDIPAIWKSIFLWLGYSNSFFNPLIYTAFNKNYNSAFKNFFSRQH
HTR5A inv ag: inverse agonist of human HTR5A in OPRM1-OPRD1 counter-screen | HTR5A cell line, luminescence, inverse agonism | inhibition, % at 9.3 µM | P47898 | hit rate 0.083% among 340,000; in the data active = inhibition mostly above about 23%, no sharp cut-off; inactive = mostly below about 18%;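 also: 0% = cells with DMSO and 100% = no-cell wells with DMSO; some compounds called inactive have numbers as strong as hits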
PKA-R1A activ: activates the PKA-R1A holoenzyme complex | P00514+P68181 | PKA-R1A dissociation, Cy5-IP20 fluorescence polarization; scaled: DMSO 0%, 113 µM cGMP 100% | activation, % at 11.4 µM | hit rate 0.083% among 340,000 | AID 504707;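 active = percent activation above the mean of all tested compounds plus 3 SD, cut at about 19% in these data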;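 also: higher means more PKAc released from R1A so a rise in polarization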
PfHsp90 yeast 2: reduces growth (ATP signal) of yeast expressing P. falciparum Hsp90 | S. cerevisiae expressing PfHsp90, BacTiter-Glo ATP, 48 h; yeast lacking PDR1 and PDR3 efflux regulators | inhibition, % at 9.4 µM | hit rate 0.32% among 310,000;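 active = every replicate shows inhibition above about 80%, whatever the replicate mean, limit read from the data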;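 also: 0% = DMSO neutral controls and 100% = 20 µM radicicol positive controls; yeast relying on Plasmodium falciparum Hsp90 in place of its own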
DSG3 Ab inh: inhibitors of pemphigus antibody binding to human desmoglein-3 | hit rate 0.48% among 310,000 | P32926 | AID 588358 | DSG3-coupled beads, scFv-anti-DSG3-GFP binding, flow cytometry; active compounds read low | binding (percent of control), % at 10 µM;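 active = binding more than 3 SD below its plate's average and above zero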;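 also: hits lower antibody fragment binding to DSG3; some compounds called inactive have numbers as strong as hits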
E coli growth: reduces bacterial viability in AddAB counter-screen. E. coli V3065 growth, OD600 absorbance, 18 h. inhibition, % at 11.9 µM. hit rate 0.27% among 330,000. AID 449728;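 active = inhibition above the campaign's mean inhibition across all tested compounds plus 3 SD, cut at about 9.9% in these data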;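 also: uninfected addAB+ strain grown without phage in ampicillin broth; 0% = DMSO wells and 100% = ciprofloxacin 0.95 µg/ml wells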
OPRM1-OPRD1 ag: OPRM1-OPRD1 heterodimerization agonism. hit rate 0.3% among 340,000. P35372+P41143. AID 504326. activation, % at 9.3 µM. cells, luminescence; in the data active = activation above about 18%;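 also: 0% = vehicle-treated cells and 100% = reference agonist; values of inactives mirror those of a sister screen read the other way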
MOR-DOR inv ag: inverse agonists of human mu-delta opioid receptor heterodimerization; P35372+P41143; hit rate 0.21% among 340,000; inhibition, % at 9.3 µM; cell-based MOR-DOR heterodimer luminescence, inverse agonism; in the data active = inhibition above about 22%, passing the limit was not always enough;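 also: 0% = cells with DMSO and 100% = wells without cells with DMSO; values of inactives mirror those of a sister screen read the other way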
AddAB inh: less growth of phage-infected E. coli with AddAB | E. coli expressing H. pylori AddAB, absorbance growth | inhibition, % at 11.9 µM | AID 435030 | hit rate 0.29% among 330,000; in the data active = inhibition above about 12%;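 also: 0% = vehicle wells of infected cells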
The depositor's hits bear a star; / = no result given. Hits appear at their usual frequency; about 3.2% have a hit in one of these screens.

smiles,SUMO Mot1 rescue,phage Ecoli inh,HTR5A ag,HTR5A inv ag,PKA-R1A activ,PfHsp90 yeast 2,DSG3 Ab inh,E coli growth,OPRM1-OPRD1 ag,MOR-DOR inv ag,AddAB inh
CCOC(=O)c1c(NC(=O)C2C3CCC(O3)C2C(=O)O)sc2c1CCCC2 (centres undefined),-2,1.4,2,-5,-2,-3,101,-1.6,-1.0,6,-1.8
O=C(/C=C/c1ccc(NC(=O)c2ccccc2-c2ccccc2C(=O)O)cc1)c1ccccc1,5,-1.9,1,0,4,12,110,-0.5,-1.4,7,1.8
O=C(CSc1nnc(CN2CCOCC2)n1-c1ccccc1)N1CCc2ccccc21,-24,1.4,-2,-33,1,/,89,-1.3,-0.3,2,-0.1
COC(=O)C1C/C(=N/NS(=O)(=O)c2ccc(C)cc2)CS1 (centres undefined),4,1.2,6,-18,-2,8,107,/,-4.3,23,/
COc1ccc(N2CCN(Cc3nc4c(c(=O)n(C)c(=O)n4C)n3CC(C)=O)CC2)cc1,57,3.4,4,1,0,1,97,-1.3,-1.7,9,0.1
CCOc1ccc(N(CC(=O)NC2CCCCC2)C(=O)CCC(=O)Nc2nccs2)cc1,1,0.9,4,-13,1,-3,101,-3.0,-2.9,15,3.8
Cc1ccc2c(c1)C1CN(C)CCC1N2C(=O)COc1ccc(N(C)S(=O)(=O)c2cccs2)cc1 (centres undefined),/,1.5,/,/,4,8,100,-0.9,/,/,1.5
COc1ccccc1N(CC(=O)NC1CCCCC1)S(=O)(=O)c1ccccc1,2,3.1,-3,7,-5,10,105,-2.5,-1.9,11,4.6
Cc1cc(C)n2nc(-c3cccc(Br)c3)cc2n1,12,2.3,5,-13,-24,-2,106,0.2,0.2,-1,1.5
CCc1cc(C(=O)N2CCCC(C(=O)c3cccc4ccccc34)C2)n(C)n1 (centres undefined),49,0.5,-3,7,12,12,105,-0.7,0.4,-2,-1.7
O=C(CSc1nnnn1-c1ccc(Cl)cc1)NC(=O)Nc1ccc2c(c1)OCCO2,-11,3.3,-1,10,-15,7,99,0.2,3.8,-22,-0.2
CCOC(=O)N1CCN(C(=O)Nc2sc3nc4n(c(=O)c3c2C)CCC(C)CC4)CC1 (centres undefined),-18,0.9,1,-30,-3,-10,100,-2.9,-0.5,3,-0.3
Cc1cc(C(=O)Nc2ccc(N3CCCCC3)cc2)no1,137,1.5,8,-27,-1,1,113,-0.9,-1.4,7,0.6
Cc1ccc(CSc2nnc(-c3ccco3)o2)cc1,-7,1.9,-1,24,-6,-18,/,-0.7,4.7,-23,0.7
CC(=O)Oc1ccc2c(c1)CCC1C2CCC2(C)C(OC(C)=O)CCC12 (centres undefined),/,2.9,1,-21,4,16,/,/,1.0,-5,/
CCn1c(N2CCN(S(=O)(=O)CC)CC2)nc2ccccc21,83,3.1,0,1,-3,/,112,-1.3,0.2,-1,0.8
COc1ccccc1[C@H]1C(c2cccc(Cl)c2)=NN(c2ccccc2)[C@@H]1CO,/,/,-2,8,1,-52,102,1.1,4.5,-22,0.1
CCOC(=O)CSc1[nH]c(=O)cc(C)c1C#N,1,2.9,-3,-15,-21,/,95,0.3,-1.4,8,3.4
Cc1cc(C)n(-c2ccc(C(=O)N3CCN(S(=O)(=O)c4cccc(Br)c4)CC3)cc2)n1,/,7.7,-3,8,-1,-23,/,/,1.6,-7,/
COc1ccc(/C=C2\SC(=S)N(CC3CCCO3)C2=O)cc1 (centres undefined),5,1.1,-1,-1,-5,-6,/,-1.1,-1.8,9,5.4
CC(C)Cn1c(N)c(C(=O)COC(=O)c2cccc(Cl)c2)c(=O)n(C)c1=O,250,-0.5,6,-16,8,8,112,-3.2,3.4,-18,3.7
CCC(CO)n1cnnc1-c1ccncc1 (centres undefined),/,1.7,-2,8,20*,-60,99,1.0,-1.8,11,5.0
Cc1ccc(C(=O)N2CCc3ccccc3C2)cc1S(=O)(=O)N1CCOCC1,5,2.0,3,16,5,10,103,-0.4,-3.9,20,2.0
Cc1ccc(NS(=O)(=O)c2ccc(NC(=O)c3ccc(-c4ccccc4)cc3)cc2)c(C)c1,-6,3.0,2,24,1,40,100,-0.6,0.5,-2,3.1
Cc1ccc(S(=O)(=O)CCC(=O)Nc2ccc3nc(C)sc3c2)cc1,-6,2.3,-6,15,2,-20,104,-0.1,0.4,-3,-0.3
O=C(CCS(=O)(=O)c1ccccc1)OCc1ccc([N+](=O)[O-])cc1,-13,4.8,0,0,6,-9,99,0.1,-4.6,24,4.5
COCc1c(C#N)c(NCc2cc(OC)c(OC)c(OC)c2)nc(C)c1[N+](=O)[O-],-12,0.4,5,-14,-1,13,/,0.0,-1.5,7,1.0
CN(C)S(=O)(=O)c1ccc(C(=O)Nc2nc(-c3cc4ccccc4o3)cs2)cc1,15,5.7,5,-14,-3,1,96,-1.9,6.2,-45,0.0
CN1CCN(C(=O)c2cc3c(s2)-c2ccccc2S(=O)(=O)C3)CC1,0,1.4,-7,18,9,-7,98,1.0,-2.9,16,2.8
COc1cc(NC(=O)Cn2c(C)cc3ccccc3c2=O)cc(OC)c1OC,-9,0.9,4,22,-2,3,101,1.1,-0.3,2,0.8
O=c1c2ccccc2nc(/C=C/c2cccnc2)n1Cc1ccccc1,/,1.9,-1,3,9,16,82,/,-2.2,14,/
Cc1cccc(NS(=O)(=O)c2c(C)[nH]c(C)c2C(=O)N2CCCC2)c1,-12,-0.4,2,-17,-3,9,105,1.4,-2.0,11,3.7
COc1cc(-c2cc[n+](C)cc2)ccc1O,-2,0.7,3,-26,-1,-37,97,-1.1,-0.3,2,4.7
CC1=C(C#N)c2nc(N)c(C#N)c(C)c2/C1=C\c1ccc(OCC(=O)O)c(Cl)c1,-8,1.2,2,-18,-11,-18,87,-0.5,0.6,-3,1.6
CCOC(=O)c1c(C)[nH]c(C(=O)OCCOc2ccccc2C)c1C,/,3.2,2,-5,6,1,103,/,1.5,-8,/
COc1ccccc1-c1nnc(C2CCN(S(=O)(=O)c3ccc([N+](=O)[O-])cc3)CC2)o1,217,-0.8,5,3,-3,-29,100,-1.8,6.2,-32,2.4
COc1ccc(/C=C/c2cc(C(F)(F)F)[nH]c(=O)n2)cc1OC,-2,1.8,/,/,/,32,105,1.2,/,/,2.3
CCn1c(NCc2ccccn2)nc2ccccc21,-14,0.2,7,-17,-3,-9,99,-0.6,-2.3,14,-1.3
C/C=C/C(=O)Nc1cccc(C2=NOC3(C2)C[C@H](C(N)=O)N(C(=O)/C=C/C)C3)c1 (some centres undefined),21,3.0,1,-5,0,-6,108,0.4,-3.1,18,-0.8
CC(C)(C)OC(=O)NCc1ccc(CNC(=O)c2nc[nH]c2C(=O)N2CCN(c3ccccc3)CC2)cc1,10,1.8,4,-37,-6,-11,100,-2.3,-0.5,3,0.3
Cc1ccc(NC(=O)c2ccc(C(C)(C)C)cc2)cc1-n1cnnn1,-4,3.3,3,-9,0,12,98,0.4,3.1,-16,2.1
COc1ccc(OCC(O)CN2CCOCC2)cc1 (centres undefined),-21,3.3,5,-2,5,-7,109,-1.2,-2.7,14,3.0
COc1ccc(Cl)cc1C(=O)NNC(=O)CN1C(=O)C2CC=CCC2C1=O (centres undefined),/,-0.1,1,-4,0,3,94,1.9,-1.3,7,2.7
NC(=O)c1ccc(SCC(=O)OCC(=O)NCc2cccs2)c([N+](=O)[O-])c1,-9,-1.3,2,-4,2,8,/,1.1,-1.9,7,0.6
Nc1c(-c2cccs2)cnc2c(-c3ccc(F)cc3)cnn12,-26,4.4,-3,9,2,-19,/,-0.7,-2.3,10,0.7
COc1ccc2c(C)cc(SCC(=O)NC3CCCCC3)nc2c1,-2,3.2,0,-1,-1,/,94,-1.4,-1.9,10,-1.8
Oc1ccc(Cl)cc1CNc1ccccn1,-2,3.8,0,-12,-1,-31,115,4.3,-0.5,3,4.2
O=C(Nc1nnc(C2COc3ccccc3O2)o1)c1ccc(F)cc1 (centres undefined),-18,6.3,2,-22,-8,-36,/,-0.6,-2.1,10,12
CCCc1nc2oc3cc(OC)ccc3c(=O)c2c(=O)n1Cc1ccco1,4,2.0,4,16,-1,-38,98,-2.2,-1.7,8,0.3
Cc1cc(C(=O)NNC2CC(=O)N(c3ccc4ccccc4c3)C2=O)c(C)o1 (centres undefined),49,1.1,3,-8,-13,0,87,1.1,0.1,0,1.5

(list continues)
smiles,SUMO Mot1 rescue,phage Ecoli inh,HTR5A ag,HTR5A inv ag,PKA-R1A activ,PfHsp90 yeast 2,DSG3 Ab inh,E coli growth,OPRM1-OPRD1 ag,MOR-DOR inv ag,AddAB inh
CCOC(=O)c1c(CN(CC)CC)oc2ccc(OC)cc12,248,0.6,2,-15,-6,4,106,-2.3,0.1,-1,-0.4
Cc1ccc(C(=O)OCC(=O)NCc2cccc(Cl)c2)cc1S(=O)(=O)N1CCCCC1,/,2.6,4,-14,-8,3,101,/,-1.1,7,/
Cc1ccc(C)c2nc3sc(C(=O)N4CCCc5ccccc54)c(N)c3cc12,-8,3.4,0,-1,2,-1,113,2.5,-1.6,8,0.3
CCOC(=O)C1CCCN(C(=O)CCC(=O)Nc2ccc3nc(N4CCOCC4)cc(C)c3c2)C1 (centres undefined),-14,2.3,-2,-4,-1,1,99,-4.3,-1.3,7,-0.9
COc1ccc([N+](=O)[O-])cc1NC(=S)NC(NC(=O)C(c1ccccc1)c1ccccc1)C(Cl)(Cl)Cl (centres undefined),-15,1.5,-4,21,-6,-11,99,-1.2,-0.2,1,-0.4
CC1CC(C)CN(c2ncnc3c2cnn3-c2ccc(Cl)cc2)C1 (centres undefined),-2,2.4,-3,8,-5,-15,100,-1.2,1.4,-9,0.6
O=C(COc1ccccc1)N1CCN=C1SCc1cccc(F)c1,62,1.5,8,-24,-8,11,91,-0.3,-1.0,5,-0.3
CN(C)C(=O)c1ccc(NC(=O)COC(=O)C2CCN(S(=O)(=O)c3ccc4c(c3)OCCO4)CC2)cc1,-18,5.0,-1,2,6,19,120,-0.2,0.8,-4,2.5
Cc1ccc(N(CC(=O)N2CCc3ccccc32)C2=NC(=O)CS2)cc1,-11,1.7,-3,-1,-10,3,98,0.0,-1.6,8,-0.1
Cc1occc1-c1nnc(SCC(=O)c2ccc(F)cc2)n1Cc1ccco1,1,1.0,2,-7,5,2,101,0.1,-1.5,8,2.7
NC(=O)Cc1ncc(C(F)(F)F)cc1Cl,10,3.7,0,1,-1,10,103,-1.1,-3.7,19,-0.9
CC(C)(C)OC(=O)NCCC(=O)N/N=C/c1cccc2cccnc12,8,-0.5,-1,11,3,3,95,0.2,-0.8,4,0.4
Cc1ccc(CN(C)c2nc(-c3cccnc3)nc3ccccc23)o1,109,-1.8,4,-4,6,-6,129,0.6,0.6,-5,0.2

From PubChem
